Screening results deposited in PubChem BioAssay by Broad Institute.
ARNT TACC3 PPI: disrupts binding between human ARNT and TACC3; 390,000 tested, 0.66% active; Q9Y6A5; AlphaScreen His-ARNT PAS-B/GST-TACC3 binding, luminescence; TACC3 fragment carries E629A point mutation; inhibition, % at 9.99 µM;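 active means mean inhibition of replicates at least 50% and at least half of replicates each reaching 50%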;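 further: 0% = complete ARNT plus TACC3 wells and 100% = ARNT alone without TACC3; many hits fall short of the cut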
ERAP1 HTS inh: blocks human ERAP1 aminopeptidase activity; 340,000 tested, 0.15% active; Q9NZ08; AID 652197; inhibition, % at 10.7 µM; recombinant ERAP1, Leu-AMC fluorescence, 60 min;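 active means mean replicate inhibition of at least 30%, or all replicates individually reaching that 30% level; inactive means mean below 30% and not every replicate reaching it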;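 further: 0% = neutral control wells and 100% = L-leucinethiol positive control wells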
F508del corr: CFTR F508del correction in bronchial cells; CFBE cells, YFP halide quenching; stimulated with forskolin plus potentiator P3; % fluorescence drop versus neutral controls; activity (quench increase), % at 7.58 µM; 350,000 tested, 0.36% active; AID 720511;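 active means mean added fluorescence quench of at least 8% versus neutral control, with both replicates also reaching 8%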;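 further: cells transiently co-express mutant CFTR-F508del with the halide-sensitive YFP; corrector assay measuring rescue of mutant channel to the surface after 24 h compound exposure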
esBAF inh: SWI/SNF esBAF complex inhibition; mouse ES cells, Bmi1-luciferase knock-in reporter, 24 h; 100% = twice the neutral-well signal; reporter increase, % at 12.5 µM; 350,000 tested, 2% active; AID 602393; in the data active means activation above about 40%;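 further: 0% = median of the plate's neutral control wells and 100% = double that signal; a rise in the Bmi1 reporter signal indicates esBAF inhibition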
RAD52 anneal inh: inhibitors of human RAD52 DNA annealing | 360,000 tested, 0.46% active | AID 651710 | inhibition, % at 18.7 µM | recombinant RAD52 DNA annealing, FRET fluorescence | P43351;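 active means every replicate showing at least 50% inhibition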
Target sequence (P43351 whole entry, looked up): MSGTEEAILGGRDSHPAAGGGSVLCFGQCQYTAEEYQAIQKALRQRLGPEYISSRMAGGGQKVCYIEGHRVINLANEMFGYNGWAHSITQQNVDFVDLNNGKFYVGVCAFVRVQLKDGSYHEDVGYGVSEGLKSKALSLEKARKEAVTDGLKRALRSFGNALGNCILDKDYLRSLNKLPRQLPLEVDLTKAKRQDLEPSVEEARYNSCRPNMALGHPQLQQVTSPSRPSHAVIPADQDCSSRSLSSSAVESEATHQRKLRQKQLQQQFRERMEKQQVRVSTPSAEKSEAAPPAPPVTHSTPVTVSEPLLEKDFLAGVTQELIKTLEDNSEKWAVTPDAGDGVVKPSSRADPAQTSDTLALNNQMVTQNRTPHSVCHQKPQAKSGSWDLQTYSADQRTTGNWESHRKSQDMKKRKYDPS
RAD54 inh: RAD54 (human) branch migration inhibition; Q92698; RAD54 Holliday junction branch migration, FAM/BHQ fluorescence; inhibition, % at 10.4 µM; 360,000 tested, 0.14% active; AID 602329;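 active means mean normalized replicate activity at least 40 and at least half of replicates scoring 40 or more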;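 further: 0% = median of neutral control wells and 100% = median of positive control wells; inhibitors cause a drop in the FAM fluorescence signal; in these data hits start at about 50%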
Xi reactivation: X-chromosome reactivation activator. XiGFP mouse fibroblasts, % GFP-positive cells imaging, 3 d; cells co-treated with 5-aza-dC sensitizer; scaled so ellipticine positive control = 100%. activation, % at 7.58 µM. 360,000 tested, 0.055% active;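 active means mean normalized replicate activation at least 10% and every replicate at or above 10%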;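 further: 0% = median of on-plate neutral control wells and 100% = ellipticine 6 µM median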
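System: 68-5-11 XiGFP fibroblast line | Buffer or medium: DMEM containing 5-aza-dC | Compound: Single point | Times: Compounds 3 days, fix/stain 15 min at room temperature | Benchmarks: Positive control ellipticine, 6 µM final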
INS-1E GSIS act: primary screen for activators of insulin secretion dependent on glucose, INS-1E cells, GLuc reporter luminescence. INS-1E GLuc reporter insulin secretion, 2-3 h. activation, % at 16.6 µM. 370,000 tested, 0.61% active. AID 743287;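 active means lowest replicate activation of at least 40%, so every replicate reaches that level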;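 further: 0% = median of neutral control wells and 100% = median of IBMX positive control wells; some compounds called inactive have numbers as strong as hits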
* hit, by the source's call; / = no result given.

canonical_smiles	ARNT TACC3 PPI	ERAP1 HTS inh	F508del corr	esBAF inh	RAD52 anneal inh	RAD54 inh	Xi reactivation	INS-1E GSIS act
CO[C@@H]1CN(C)C(=O)c2ccc(NC(=O)C3CCC3)cc2OC[C@H](C)N(C(=O)CN(C)C)C[C@@H]1C	1	/	1.3	1	/	11	0.3	12
O=C(C[C@H]1C[C@H]2c3cc(NC(=O)C4CCC4)ccc3O[C@H]2[C@H](CO)O1)NCc1ccc(-c2ccccc2)cc1	-4	-2	-1.2	16	-13	4	0.2	4
Cc1cc(C(=O)CCC(=O)N2CCN(c3ccccc3F)CC2)c(C)s1	-11	-1	-1.1	/	-23	/	0.0	-15
C[C@@H]1CN([C@H](C)CO)C(=O)Cc2cc(NC(=O)Nc3ccc(C(F)(F)F)cc3)ccc2O[C@@H]1CN(C)S(=O)(=O)c1cn(C)cn1	/	0	-0.7	-5	11	1	-0.8	14
CN(C)C(=O)c1cccc(-c2ccc([C@H]3[C@H]4CN(S(C)(=O)=O)CCCCN4[C@H]3CO)cc2)c1	-10	0	-3.1	-4	-7	-16	0.2	2
Clc1ccc(Cl)c(OCCCCN2CCCCC2)c1	-4	-1	-1.5	1	-5	14	0.1	23
CC(C)=CC(=O)OCC(=O)Nc1ccc(F)cc1Cl	32	/	/	-8	/	-4	/	-6
Cc1ccc(/C=C2\SC(=S)N(CCCC(=O)Nc3nccs3)C2=O)cc1	1	-1	/	/	14	3	-0.1	/
COCCn1c(SCC(=O)Nc2sccc2C(N)=O)nnc1-c1ccncc1	1	4	3.1	/	-19	/	-0.1	1
CO[C@H](CN(C)C(=O)Nc1ccc(Cl)cc1)[C@@H](C)CN(Cc1ccccc1Cl)[C@H](C)CO	-1	-4	-1.4	4	4	-3	0.1	-18

New compounds follow
canonical_smiles	ARNT TACC3 PPI	ERAP1 HTS inh	F508del corr	esBAF inh	RAD52 anneal inh	RAD54 inh	Xi reactivation	INS-1E GSIS act
O=C(O)C1CCN(c2ccc([N+](=O)[O-])cc2[N+](=O)[O-])CC1	-1	0	-0.4	-8	-22	3	0.0	9
C[C@@H]1CCCCO[C@H](CN(C)C(=O)c2ccccc2)[C@H](C)CN([C@@H](C)CO)C(=O)c2cc(NC(=O)CCCN(C)C)ccc2O1	/	/	-2.7	-3	/	/	-0.2	43
O=C(CN=C1NS(=O)(=O)c2ccccc21)OCC(=O)c1cc(F)ccc1F	0	6	-1.2	-5	-14	1	0.2	40
CNC(C)C(=O)NC(C(=O)N1CCCC1C(=O)Nc1ccc2[nH]ccc2c1)C(C)C (configuration not stated)	/	/	-2.1	-8	96*	7	0.0	10
COc1cccc(-c2ccc([C@H]3[C@H](CO)N4CCCCN(Cc5cncnc5)C[C@@H]34)cc2)c1	-5	-1	0.7	0	-22	-3	0.0	3
CO[C@@H]1CN(C)C(=O)c2cc(NC(=O)C3CC3)ccc2OC[C@@H](C)N(Cc2ccccc2C(=O)O)C[C@H]1C	-1	2	-0.6	-4	11	7	0.0	/
COc1ccccc1/C=C/C=N/Nc1cccc(C(=O)O)c1	-2	-4	-4.8	12	-39	-2	0.4	4
COc1ccc(-c2cc3c(c4c2ccn4C)C2CCC3C2)cc1OC (configuration not stated)	/	2	-2.8	-4	-32	9	0.2	16
Cc1ccc2c(c1)C(c1ccccc1)N(C(=O)c1ccc(F)cc1)CC(=O)N2 (configuration not stated)	/	2	6.1	/	-13	/	0.1	-5
C#CCN1C[C@@]2(O)CC[C@@H](O)[C@@H](OC)[C@@H]2[C@@]1(C)[C@H](O)CC=C(C)C	/	0	-2.0	/	-9	/	0.2	35

Molecules above that contain fluorine:
canonical_smiles	ARNT TACC3 PPI	ERAP1 HTS inh	F508del corr	esBAF inh	RAD52 anneal inh	RAD54 inh	Xi reactivation	INS-1E GSIS act
Cc1cc(C(=O)CCC(=O)N2CCN(c3ccccc3F)CC2)c(C)s1	-11	-1	-1.1	/	-23	/	0.0	-15
C[C@@H]1CN([C@H](C)CO)C(=O)Cc2cc(NC(=O)Nc3ccc(C(F)(F)F)cc3)ccc2O[C@@H]1CN(C)S(=O)(=O)c1cn(C)cn1	/	0	-0.7	-5	11	1	-0.8	14
CC(C)=CC(=O)OCC(=O)Nc1ccc(F)cc1Cl	32	/	/	-8	/	-4	/	-6
O=C(CN=C1NS(=O)(=O)c2ccccc21)OCC(=O)c1cc(F)ccc1F	0	6	-1.2	-5	-14	1	0.2	40
Cc1ccc2c(c1)C(c1ccccc1)N(C(=O)c1ccc(F)cc1)CC(=O)N2 (configuration not stated)	/	2	6.1	/	-13	/	0.1	-5

Remaining list, next part:
canonical_smiles	ARNT TACC3 PPI	ERAP1 HTS inh	F508del corr	esBAF inh	RAD52 anneal inh	RAD54 inh	Xi reactivation	INS-1E GSIS act
OC[C@H]1[C@H](c2ccc(-c3ccccc3F)cc2)[C@@H]2CN(Cc3cccnc3)CCCCN12	14	1	1.3	/	2	-2	0.0	0
Cn1c(=O)c2[nH]c(N=Nc3ccc(N)cc3N)nc2n(C)c1=O	31	13	-0.4	/	1	/	0.3	8
CN(c1ccc(OCC(=O)OCC(=O)Nc2ccccc2)cc1)S(=O)(=O)c1ccc(F)cc1	1	/	/	/	/	-4	0.0	5
CCOC(=O)C1(CCCc2ccccc2)CCN(C(=O)CCN2CCCCC2=O)CC1	-14	19	-1.7	-4	-14	1	0.0	-10
COCC(=O)Nc1ccc2c(c1)OC[C@@H](C)N(Cc1ccccc1)C[C@@H](C)[C@H](OC)CN(C)C2=O	/	0	-3.6	/	4	/	0.3	-15
NC(=O)C1(NC(=O)[C@@H]2CC3(CC(c4cccc(NC(=O)[C@@H]5CCC(=O)N5)c4)=NO3)CN2C(=O)c2cnccn2)CC1 (some centres not stated)	4	0	0.8	-1	-10	-8	0.2	8
CO[C@H]1CN(C)C(=O)c2ccc(NS(C)(=O)=O)cc2OC[C@@H](C)N(Cc2ccccc2)C[C@H]1C	-7	2	-2.6	1	-9	3	-0.1	-1
CC1=CCC2C(=O)N(c3ccc(S(N)(=O)=O)cc3)C(=O)C2C1 (configuration not stated)	-8	1	1.8	2	-4	4	0.0	8
O=C(CN1CCN(Cc2cccc(Cl)c2)C1=O)NCc1ccccn1	-4	-1	1.7	-4	-3	-17	0.0	-8
CC1C(=O)NN=C1C(=O)N/N=C\c1ccc(O)cc1O (configuration not stated)	79*	7	/	/	-3	1	0.0	-2

Next section.
Below each SMILES: ARNT TACC3 PPI	ERAP1 HTS inh	F508del corr	esBAF inh	RAD52 anneal inh	RAD54 inh	Xi reactivation	INS-1E GSIS act
- O=C(Nc1ccccc1)Nc1ccc2c(c1)CCC2
  1	1	-1.1	49*	-10	0	0.4	12
- CCn1c(C(O)c2cc(OC)ccc2OC)nc2ccccc21 (configuration not stated)
  5	-1	2.3	-5	-8	3	0.2	22
- COc1ccc(C(=O)NCC(=O)OCC(=O)NC2CCCC2)cc1
  -28	-5	1.2	/	-9	/	0.0	-5
- CN(c1ccc(OCC(=O)Nc2ccc(S(N)(=O)=O)cc2)cc1)S(=O)(=O)c1ccc(F)cc1
  2	-1	2.1	1	-5	-7	0.0	-2
- CC(Cl)C(=O)c1c[nH]c2ccccc12 (configuration not stated)
  4	5	-3.5	/	-4	/	0.0	4
- O=[N+]([O-])c1ccccc1S(=O)(=O)N1CCN(c2ccccc2)CC1
  0	-1	-1.9	-4	2	13	0.2	-5
- CCOc1cc(C(c2c(C)[nH][nH]c2=O)c2c(C)[nH][nH]c2=O)cc(Br)c1OC
  7	10	2.2	-4	-13	4	0.0	3
- C/C(=N\NS(=O)(=O)c1ccc(Br)cc1)c1ccc(-n2ccnc2)cc1
  -3	4	-0.2	-11	-1	8	0.0	2
- Cc1cc(NC(=O)C2CCCN2C(=O)Nc2cccc(Cl)c2)ccc1-n1cnnn1 (configuration not stated)
  -7	1	-4.3	-6	3	1	0.0	-13
- C/C(=N\NC(=O)c1cc(Br)ccc1O)c1ccccn1
  -22	-1	-2.7	-58	1	5	0.5	7
- C[C@@H]1CN([C@@H](C)CO)C(=O)c2cc(C#Cc3cccc(F)c3)cnc2O[C@@H]1CN(C)C(=O)C1CC1
  1	2	0.8	-5	6	2	-0.5	0
- O=C(COc1ccc(Cl)cc1)NCC(=O)N1CCC2(CC1)NCCc1[nH]cnc12
  2	4	-0.1	-4	-1	0	0.0	19
- COc1cccc(NC(=O)[C@H](C)NC(=O)C2CCN(S(=O)(=O)c3ccc(C)cc3)CC2)c1
  6	/	-0.2	/	-15	/	0.0	-37
- C[C@@H]1CN([C@@H](C)CO)C(=O)c2cccc(NC(=O)c3nc4ccccc4s3)c2O[C@@H]1CN(C)Cc1ccc(C(=O)Nc2ccccc2N)cc1
  /	/	3.2	-12	/	/	8.2	-7
- CC(C)NC(=O)N[C@H]1CC[C@@H](CC(=O)N2CCCCC2)O[C@@H]1CO
  -4	1	-1.7	-2	-5	0	0.0	-10
- CC(=O)CCSc1ncnc2sc(-c3ccccc3)cc12
  0	5	0.3	77*	-9	5	-0.1	-14
- CC1=CCC2C(=O)N(c3cccc(C(=O)Nc4ccc(Cl)cc4)c3)C(=O)C2C1 (configuration not stated)
  -4	1	0.9	1	-23	4	0.3	-28
- N#Cc1ccc(-c2csc(NC3=NCCCCC3)n2)cc1
  21	-7	-2.2	/	-11	/	0.0	10
- COc1ccc(OC)c(N2Cc3ccccc3C2)c1
  1	/	/	-2	/	1	/	8
- CC(C)c1cn(CC[C@@H]2CC[C@H](NS(=O)(=O)c3ccc(Cl)cc3)[C@H](CO)O2)nn1
  /	1	-1.7	3	-11	-6	6.5	-3

Additional compounds follow.
Below each SMILES: ARNT TACC3 PPI	ERAP1 HTS inh	F508del corr	esBAF inh	RAD52 anneal inh	RAD54 inh	Xi reactivation	INS-1E GSIS act
- CCCCCCCOc1ccc(C2CC(=O)N(C)C2=O)cc1 (configuration not stated)
  19	2	-0.8	10	-12	0	0.0	3
- O=[N+]([O-])c1ccc(O)c(/C=N/Nc2nc3ccccc3[nH]2)c1
  83*	0	/	/	-4	/	0.2	-30
- O=C(O)COc1ccc(/C=N/n2c(COc3ccccc3)nc3ccccc3c2=O)cc1
  -5	-3	-3.3	/	-20	/	0.4	-6
- COc1ccccc1CNC(=O)C1CCCN1S(=O)(=O)c1cccc2cccnc12 (configuration not stated)
  12	/	-4.4	2	-17	-4	0.0	1
- Cc1cccc(Nc2ncnc(N)c2[N+](=O)[O-])n1
  1	1	-0.2	1	-4	7	0.2	16
- O=C(CCS(=O)(=O)c1ccc(Cl)cc1)Nc1ccc(F)cc1
  2	-10	-2.5	3	2	-5	0.0	-2
- COc1ccc(OC)c(Cc2nnc(CCC(=O)N3CCC(N4CCCCC4)CC3)o2)c1
  /	-5	-1.1	/	-36	/	0.0	-28
- O=C(O)C1CCN(C(=O)c2cc(F)cc3c2OCOC3)CC1
  /	2	0.0	/	2	-9	0.4	1
- CC(C)NC(=O)Nc1ccc2c(c1)C(=O)N([C@@H](C)CO)C[C@H](C)[C@H](CN(C)C(=O)Nc1ccc3c(c1)OCO3)O2
  -4	5	0.3	-1	9	1	0.8	-10

Some values from the results shown.
For F508del corr, CC(C)NC(=O)Nc1ccc2c(c1)C(=O)N([C@@H](C)CO)C[C@H](C)[C@H](CN(C)C(=O)Nc1ccc3c(c1)OCO3)O2 shows 0.3
For ERAP1 HTS inh, O=[N+]([O-])c1ccc(O)c(/C=N/Nc2nc3ccccc3[nH]2)c1 shows 0

Random draw from the library, and some 3.3% of all compounds hit somewhere here.
